Source: PubChem BioAssay (National Center for Advancing Translational Sciences (NCATS))
p53 reactivator = re-activators of mutant p53; 320,000 tested, 0.063% active; H1299 p53-A138V BP100-luciferase reporter, luminescence, 24 h; AID 504706; Potency, µM (doses to about 92.2 µM), without a hit: at the highest dose activity change, positive = activation, actives largely listed as activators; note: potency is the fitted concentration of half-maximal effect; % of control where 0% means no effect; nearly all actives have a fitted effect of over 45% in size
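H1299 (p53-null), stable ts p53-A138V + BP100-Luc; 1000 cells/well, Opti-MEM/10% FBS; cpd 4 pt, 1:5; 24 h, 37 deg C, 5% CO2; detection reagent 10 min RT; luminescence.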
FLuc counter = counter-screen for miR-21 project: firefly luciferase inhibitors or activators | 360,000 tested, 6.9% active | AID 588342 | P08659 | Potency, µM (top dose mostly 57.5 µM), inactives show at the top dose activity change, negative = inhibition, actives largely listed as inhibitors | purified FLuc, Km substrates, luminescence inhibition;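 note: potency is the fitted concentration of half-maximal effect; plate controls were vehicle for no effect and reference inhibitor for full effect; nearly all actives have a fitted effect of over 55% in size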
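Purified P. pyralis luciferase, 10 nM final, with Km-level 10 uM D-luciferin and 10 uM ATP in 50 mM Tris acetate pH 7.5, 10 mM Mg acetate, 0.01% Tween-20, 0.05% BSA; 6-point qHTS titration about 60 µM downward; luminescence read.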
NPC1 prom act = activates the NPC1 promoter | Huh7 NPC1 promoter luciferase reporter, 24 h | Potency, µM (series often up to 9.22 µM), for inactives: at the top dose activation, most hits filed as activators | 320,000 tested, 2.4% active | AID 485313;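 note: potency is the fitted concentration of half-maximal effect; % of control where 0% means no effect; nearly all actives have a fitted effect of over 60% in size; reporter is driven by a mutant NPC1 promoter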
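Luminescence from an NPC1 promoter-driven luciferase reporter in stably transfected Huh7 cells was measured after 24 h compound treatment at 37 °C, followed by 10 min ambient incubation with luciferase detection reagent.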
ELG1 repair inh = blocks ELG1-dependent DNA repair in HEK293T cells. HEK293T ELG1-luciferase reporter, luminescence, 16 h; DNA damage induced by 5-fluorouridine. Potency, µM (doses to about 46.1 µM), for the others: at the highest dose activity change, negative = inhibition, hits mostly inhibitors. 330,000 tested, 2.3% active; note: potency is the fitted concentration of half-maximal effect; % is set by controls: 0 for no effect and ±100 for the full control effect; nearly all actives have a fitted effect of over 55% in size
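DMSO vehicle served as the neutral condition. Each well held 2,000 cells given 5-fluorouridine plus compound; after 16 hr at 37 °C/5% CO2, ONE-Glo was added and luciferase measured 30 min later.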
TRPV1 agonist = human TRPV1 agonism | 320,000 tested, 0.19% active | Q8NER1 | activation, % at 8.33 µM | AID 540275 | TRPV1-expressing cells, Fluo-8 calcium influx, agonist mode; in the data active = activation above about 80%; inconclusive = between about 30% and that limit; note: 0% is about no effect
Target sequence (Q8NER1 whole entry, looked up): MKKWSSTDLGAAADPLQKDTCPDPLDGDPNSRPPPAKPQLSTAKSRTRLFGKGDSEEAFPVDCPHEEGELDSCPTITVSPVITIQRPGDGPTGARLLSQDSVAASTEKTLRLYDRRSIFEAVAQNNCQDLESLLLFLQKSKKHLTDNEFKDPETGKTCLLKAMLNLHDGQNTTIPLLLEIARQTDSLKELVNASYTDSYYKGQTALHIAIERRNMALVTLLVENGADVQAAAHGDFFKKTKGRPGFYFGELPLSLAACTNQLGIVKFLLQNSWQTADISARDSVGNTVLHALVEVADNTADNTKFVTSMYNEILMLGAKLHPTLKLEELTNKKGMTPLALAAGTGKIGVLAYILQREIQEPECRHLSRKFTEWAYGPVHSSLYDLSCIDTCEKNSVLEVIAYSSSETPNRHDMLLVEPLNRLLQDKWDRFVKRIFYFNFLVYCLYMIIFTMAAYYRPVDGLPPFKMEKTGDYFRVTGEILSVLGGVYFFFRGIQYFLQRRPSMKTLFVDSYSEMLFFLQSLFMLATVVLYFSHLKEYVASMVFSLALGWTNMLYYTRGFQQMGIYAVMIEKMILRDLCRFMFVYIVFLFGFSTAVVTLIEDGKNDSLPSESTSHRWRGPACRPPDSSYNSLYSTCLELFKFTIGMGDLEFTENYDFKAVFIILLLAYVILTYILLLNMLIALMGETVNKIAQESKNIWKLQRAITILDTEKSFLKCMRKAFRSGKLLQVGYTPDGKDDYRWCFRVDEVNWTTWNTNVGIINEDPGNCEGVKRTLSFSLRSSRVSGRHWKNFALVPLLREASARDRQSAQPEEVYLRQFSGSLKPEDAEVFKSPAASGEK
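Fluo-8 calcium influx in TRPV1-expressing cells, kinetic read (ex 480/em 520 nm). Compound added and read 3 min for agonist activity, followed by capsaicin at EC20 final and 2 min further read for enhancement.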
Gal4-VP16 FLuc = Gal4-VP16 reporter inhibition counter-screen. Drosophila S2 Gal4-VP16 UAS-luciferase, luminescence, 20 h. Potency, µM (highest dose often 53.6 µM), inactives show at the top dose activity, negative = inhibition, usual class: inhibitors. 310,000 tested, 3.5% active. AID 2546;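 note: Gal4-VP16 expression switched on by copper sulfate through the metallothionein promoter; potency is the fitted concentration of half-maximal effect; % is set by controls: 0 for no effect and ±100 for the full control effect; nearly all actives have a fitted effect of over 50% in size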
ELG1 genotox = induces genotoxicity in HEK293T cells with luciferase-tagged ELG1 | HEK293T ELG1-luciferase reporter, luminescence, 16 h | Potency, µM (highest dose often 46 µM), inactives show at the highest dose activity change, positive = activation, usual class: activators | 330,000 tested, 1.3% active | AID 504466; note: potency is the fitted concentration of half-maximal effect; % of control where 0% means no effect; nearly all actives have a fitted effect of over 60% in size
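Quantitative HTS format in 1536-well plates. HEK293T ELG1-luciferase reporter cells receive test compound and are incubated 16 hr at 37 °C, 5% CO2; ONE-Glo added, 30 min room temperature, then luminescence read.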
BRCA1 expr up = increases BRCA1 expression | MCF7-BRCA1-FFLuc reporter, luminescence, 48 h; response scale: scaled: vehicle 0%, 10 µM genistein 100% | Potency, µM (doses to about 46.1 µM), for the others: at the highest dose activation, usual class: activators | 380,000 tested, 1.1% active | AID 624202; note: potency is the fitted concentration of half-maximal effect; nearly all actives have a fitted effect of over 80% in size; some results filed as inactive show a strong effect at the top dose
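First, MCF7-BRCA1-FFLuc cells (2000/well) attach for 2 h; next, compounds are pin-added and incubated 48 h at 37 °C; finally, luciferase reagent is added and luminescence read after 15 min.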
Rab9 promoter act = Rab9 promoter activation; AID 485297; Potency, µM (titrated, usually from 9.22 µM), for the others: at the top dose activation, negative = inhibition, actives largely listed as activators; Huh7 Rab9 promoter-luciferase reporter, luminescence, 24 h; 320,000 tested, 2.8% active; note: potency is the fitted concentration of half-maximal effect; % of control where 0% means no effect; nearly all actives have a fitted effect of over 60% in size
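Huh7 reporter line, Rab9 promoter upstream of luciferase. Compound exposure 24 h at 37 °C in reduced-serum medium with 10% FBS. Read-out: luminescence.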
Tb PFK block = inhibitors of T. brucei phosphofructokinase | T. brucei PFK, ADP-Glo luminescence | Potency, µM (doses to about 57.5 µM), inactives show top-dose activity, negative = inhibition, hits mostly inhibitors | 330,000 tested, 0.17% active | AID 485367;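 note: potency is the fitted concentration of half-maximal effect; 0% = uninhibited 1x PFK enzyme wells and -100% = no-enzyme wells; nearly all actives have a fitted effect of over 60% in size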
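Compounds were pin-transferred as a titration series up to 57 uM into substrate buffer (0.5 mM F6P, 0.1 mM ATP, pH 8.0), then 1.25 nM PFK was added and reactions ran 45 min before ADP-Glo detection.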
RORgamma inh = inhibitors of mouse ROR gamma transcriptional activity; P51450; Drosophila S2 Gal4-RORgamma UAS-luciferase reporter, 20 h; Potency, µM (top dose mostly 53.6 µM), for inactives: at the highest dose activity change, negative = inhibition, hits mostly inhibitors; 310,000 tested, 5.4% active; AID 2551; note: potency is the fitted concentration of half-maximal effect; % is set by controls: 0 for no effect and ±100 for the full control effect; nearly all actives have a fitted effect of over 60% in size
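Luminescence from a UAS-regulated Photinus luciferase reporter in stably transfected Drosophila Schneider cells is measured; decreased signal marks ROR gamma inhibition. Fusion expression is induced by 700 uM copper sulfate for 20 hr.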
Active calls of the source: *; ? = inconclusive; nt = no result given; [ ] = another dose, or the depositor's remark. Unless noted, calls come from the whole dose curve; as a rule, active = well fitted curve in the direction sought with a large enough effect; inconclusive = small, poorly fitted or top-dose-only effect, or another doubt; inactive = no such curve, though single readings can be large; an effect the other way counts as inactive or inconclusive.

SMILES	p53 reactivator	FLuc counter	NPC1 prom act	ELG1 repair inh	TRPV1 agonist	Gal4-VP16 FLuc	ELG1 genotox	BRCA1 expr up	Rab9 promoter act	Tb PFK block	RORgamma inh
Cc1ccc(N(Cc2cc3ccccc3[nH]c2=O)C(=O)c2cccs2)cc1C	-3%	0%	-4%	23µM*	?	-4%	-6%	-58%	-1%	-3%	?
N#CC1=C(N)Nc2nc3ccccc3n2C1c1ccc(Cl)cc1 (centres undefined)	21%	?	-1%	?	-2	-7%	5%	1%	1%	9%	?
COc1ccccc1OCC(=O)Nc1cc(S(=O)(=O)N2CCCCC2)ccc1N1CCCCC1	-3%	-1%	-5%	-17%	0	-13%	-7%	-49%	1%	-1%	?
CCOC(=O)N1CCN(CC(=O)N2c3ccccc3Sc3ccccc32)CC1	-1%	6%	-9%	2%	-2	6%	-3%	-16%	-4%[1.84 µM]	21%	-3%
CC(Sc1nnc(C2CC2)n1C1CC1)C(=O)NC1(C#N)CCCCC1 (centres undefined)	-5%	-2%	0%	?	-3	nt	0%	0%	2%	1%	nt
COc1ccc(C2/C=C\CN(C(=O)c3ccccc3)[C@H](Cc3ccccc3)C(=O)N2Cc2ccc(F)cc2)cc1 (some centres undefined)	4%	-1%	-8%	-13%	?	16%	-7%	-30%	-12%	0%	?
COc1ccc(CN(C2CCCC2)S(=O)(=O)c2ccc(-n3cnnn3)cc2)cc1	nt	1%	nt	nt	18	12%	nt	-27%	nt	nt	42%
Cn1c(=O)c2c(nc(SCc3nn[nH]n3)n2Cc2ccccc2F)n(C)c1=O	21%	-8%	-1%	-1%	-1	-12%	-5%	-14%	1%	-5%	-13%
CCCCN(CC)CCNS(=O)(=O)c1ccc2c(c1)oc(=O)n2C	-2%	1%	-1%	-2%	2	-2%	-1%	0%[1.84 µM]	6%	4%	7%
CCCn1c(CCNc2nc(-c3ccc(OC)cc3)cs2)nc2ccccc21	nt	1%	2%	-26%	0	-5%	-7%	-28%	5%	9%	11µM*
O=C(NCCCn1ccnc1)C(=O)NC1CCCCC1	0%	-2%	0%	7%	2	4%	-1%	-13%	-10%	-1%	-17%
COc1ccc(OC)c(C2C=C(C34CC5CC(CC(C5)C3)C4)NC(=S)N2)c1 (centres undefined)	4%	-1%	-3%	?	-4	3.2µM*	-5%	-39%	-4%	2%	3.2µM*
O=C(Nc1cccnc1)c1c(O)c2cccc3c2n(c1=O)CC3	-1%	1%	14%	?	-2	-12%	-5%	-1%	?	8%	15%
O=C1c2ccccc2C(=O)N1CCCCN(C(=O)c1cccc([N+](=O)[O-])c1)c1ccc(Cl)cc1	-5%	0%	-1%	?	-1	-4%	1%	-22%	-3%	-2%	17%
Cc1cc(C)cc(Oc2cc(NC(=O)c3cn(C)nc3C)cc([N+](=O)[O-])c2)c1	8%	1%	-3%	6%	?	7.9µM*	9%	-16%	1%	-2%	?
COc1cc([N+](=O)[O-])ccc1NC(=O)CN1CCCC1	-3%	-1%	-2%	5%	-1	2%[10 µM]	2%	-2%	-7%	1%	-15%
COc1ccc(OCC(O)CNC(=O)c2cccs2)cc1 (centres undefined)	3%	-5%	-2%	-15%	2	-5%	0%	-2%	15%	3%	?
O=C(Cn1cc2c(n1)CCCCC2)Nc1c(F)cc(F)cc1Br	-3%	2%	0%	-2%	9	1%	-1%	0%	-4%	2%	15%
Cc1ccc(S(=O)(=O)N2CCCC2CO)cc1 (centres undefined)	-1%	2%	-2%	-3%	-3	2%	-4%	43%	-1%	1%	-8%
S=C(NC1CCCCC1)N(CCc1nc2ccccc2[nH]1)C1CCCC1	9%	5%	-4%	23µM*	?	?	-5%	-72%	-6%	-1%	-120%
Cc1ccc(S(=O)(=O)NCC(=O)NCc2ccncc2)cc1	-10%	0%	0%	-9%	15	-11%	0%	-9%	-1%	4%	5%
O=C(NCCN1CCCC1)C1CCN(S(=O)(=O)N2CCC3(CC2)OCCO3)CC1	2%	0%	3%	11%	-2	4%	0%	-2%	7%	3%	-27%
CCCCCCSc1ccc([C@@H]2[C@H]3C(=O)N(CC)C(=O)[C@H]3[C@]3(C(=O)OC)CCCCN23)cc1OC	0%	nt	nt	-1%	nt	nt	-2%	-38%	nt	3%	nt
CCOC(=O)CNc1c(-c2ccc(OC)cc2)nc2ccc(Cl)cn12	?	8.5µM*	4%	?	29	1%	?	35%	0%	0%	-18%
COc1ccc2c(c1OC)C(=O)N1C2SC(C)(C)[C@H]1C(=O)NC1CCCC1 (some centres undefined)	2%	1%	-2%	1%	1	-2%	2%	2%	-2%	5%	-4%
COc1ccc(OC)c(/C=N/NC(=S)NCCc2ccccc2)c1	5%	-17%	1%	?	-1	11µM*	-3%	-15%	-2%	4%	40µM*
COc1ccc(-n2nc(C(=O)NCC(=O)N3CCCCCC3)c3ccccc3c2=O)cc1OC	14%	6.7µM*	12%	-2%	3	-8%	-5%	46%	2%	3%	-28%
COC(=O)Cn1c(=O)c2c(nc3n2CCCN3Cc2ccccc2)n(C)c1=O	-3%	1%	-5%	5%	-1	25%	0%	-24%	2%	-2%	5%
CCn1ncc(C2=NOC(C(=O)NCc3ccc(OC)cc3)C2)c1C (centres undefined)	-6%	-6%	-16%	-21%	5	-4%	-6%	-57%	-2%	-5%	-5%
COc1cccc(-n2c(-c3ccccc3)c[nH]c2=S)c1	0%	-1%	-2%	-12%	-1	10µM*	-6%	2%	-4%	-20%	11µM*

3 structures out of the list, arranged by molar mass, falling.
SMILES	p53 reactivator	FLuc counter	NPC1 prom act	ELG1 repair inh	TRPV1 agonist	Gal4-VP16 FLuc	ELG1 genotox	BRCA1 expr up	Rab9 promoter act	Tb PFK block	RORgamma inh
CCCCCCSc1ccc([C@@H]2[C@H]3C(=O)N(CC)C(=O)[C@H]3[C@]3(C(=O)OC)CCCCN23)cc1OC	0%	nt	nt	-1%	nt	nt	-2%	-38%	nt	3%	nt
COc1ccc2c(c1OC)C(=O)N1C2SC(C)(C)[C@H]1C(=O)NC1CCCC1 (some centres undefined)	2%	1%	-2%	1%	1	-2%	2%	2%	-2%	5%	-4%
COc1ccc(OC)c(/C=N/NC(=S)NCCc2ccccc2)c1	5%	-17%	1%	?	-1	11µM*	-3%	-15%	-2%	4%	40µM*

(next part)
SMILES	p53 reactivator	FLuc counter	NPC1 prom act	ELG1 repair inh	TRPV1 agonist	Gal4-VP16 FLuc	ELG1 genotox	BRCA1 expr up	Rab9 promoter act	Tb PFK block	RORgamma inh
CCOC(=O)Nc1nnc(-c2ccccc2OC)s1	2%	?	17%	?	?	-2%	10%	-12%	?	7%	?
CC(C)C(=O)Nc1ccc(C(=O)NN2C(=O)c3ccccc3C2=O)cc1	-8%	0%	0%	14%	2	-17%	0%	-4%	-7%	-1%	4%
Cn1c(C(=O)N2CCCC2)cc2c(=O)n(C)c3ccccc3c21	-5%	4%	1%	-14%	2	20%	-7%	-46%	-4%	1%	-20%
CC(C)c1onc(C(=O)NCc2ccc(Cl)cc2)c1[N+](=O)[O-]	0%	0%	2%	12%	?	-16%	0%	-13%	-1%	-6%	5%
CCOC(=O)c1ccc(NS(=O)(=O)c2cc(-c3nnnn3C(C)C)ccc2OC)cc1	-6%	0%	-2%	0%	-4	1%	-9%	0%	-5%	1%	0%
COc1ccc(CC(=O)OCC(=O)NC(=O)NC2CCCCC2)cc1	4%	1%	-1%	7%	21	5%	2%	41%	1%	-8%	-24%

Just ELG1 repair inh, BRCA1 expr up and Gal4-VP16 FLuc (4 entries from above):
| molecule | ELG1 repair inh | BRCA1 expr up | Gal4-VP16 FLuc |
| --- | --- | --- | --- |
| COc1ccc2c(c1OC)C(=O)N1C2SC(C)(C)[C@H]1C(=O)NC1CCCC1 (some centres undefined) | 1% | 2% | -2% |
| COc1ccc(OC)c(/C=N/NC(=S)NCCc2ccccc2)c1 | ? | -15% | 11µM* |
| COc1ccc(-n2nc(C(=O)NCC(=O)N3CCCCCC3)c3ccccc3c2=O)cc1OC | -2% | 46% | -8% |
| COC(=O)Cn1c(=O)c2c(nc3n2CCCN3Cc2ccccc2)n(C)c1=O | 5% | -24% | 25% |
